OX1R antag-1 – blocks the human orexin 1 receptor | CHO/OX1R cells, Fluo-8 calcium fluorescence, orexin A | inhibition, % at 5 µM | 330,000 compounds, 0.43% hits | AID 434989;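 active = inhibition above its plate's threshold, mean inhibition of all tested compounds on the plate plus 3 SD, cut at about 37% in these data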;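 note: 0% = orexin A challenge wells and 100% = SB-334867-A antagonist wells; not every result past the cut was called active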
Target sequence (O43613 whole entry, looked up): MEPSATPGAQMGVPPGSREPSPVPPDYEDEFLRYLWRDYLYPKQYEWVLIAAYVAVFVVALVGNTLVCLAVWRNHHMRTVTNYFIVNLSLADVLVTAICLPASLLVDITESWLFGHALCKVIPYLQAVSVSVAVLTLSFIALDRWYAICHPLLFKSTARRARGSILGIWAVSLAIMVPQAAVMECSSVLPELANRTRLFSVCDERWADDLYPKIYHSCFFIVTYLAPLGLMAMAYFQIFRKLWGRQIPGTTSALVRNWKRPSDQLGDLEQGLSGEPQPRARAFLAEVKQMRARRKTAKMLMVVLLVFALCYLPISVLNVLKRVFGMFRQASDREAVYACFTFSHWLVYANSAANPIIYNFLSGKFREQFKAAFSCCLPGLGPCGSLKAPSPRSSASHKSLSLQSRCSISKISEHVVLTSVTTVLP
OX1R antag-2 – OX1R (human) antagonism; O43613; OX1R-expressing cells, FRET antagonist read-out; inhibition, % at 6.6 µM; 330,000 compounds, 1.8% hits; AID 485270; in the data active = inhibition mostly above about 38%, no sharp cut-off; inactive = mostly below about 40%;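 note: 0% = agonist challenge alone and 100% = reference antagonist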
* marks the source's active call; other numbers are inactive results.

SMILES	OX1R antag-1	OX1R antag-2
C=CCc1cccc(/C=N/n2cnnc2)c1O	-11	9
COCC1CCN(C(=O)c2cc(COc3ccc4c(c3)CCCC4)on2)C1 (centres undefined)	-8	13
Cc1nnc(SCC(=O)NNC(=O)c2ccco2)s1	-2	12
Cc1cccc(C)c1NC(=O)CCS(=O)(=O)c1ccc(Br)cc1	-24	10
Nc1nc(-c2ccc(F)cc2)cc(C(F)(F)F)n1	3	5
Cc1c(CN(C)C)c2c(n1Cc1ccccc1)C(=O)c1ccc(Br)cc1-2	-18	12
CN(C)c1ccc(C(=S)NC2CCCCC2)cc1	-15	13
Cc1ccccc1C(=O)O	-25	-5
Cc1ccc(C2CC(C(F)(F)F)n3ncc(C(N)=O)c3N2)cc1 (centres undefined)	-7	11
CN(Cc1cc([N+](=O)[O-])c2cccnc2c1O)C1CCCCC1	-25	21
CCOc1ccc(NC(=O)CN(c2ccc(OC)cc2)S(C)(=O)=O)cc1	6	18
O=C(Oc1cccnc1)c1cc(S(=O)(=O)N2CCOCC2)ccc1Cl	-2	26
CCOc1ccc(NC(=O)CN(C)C(=O)c2c(-c3c(F)cccc3Cl)noc2C)cc1OCC	-22	31
CCCCc1ccc(-n2nnnc2SCC(=O)Nc2cc(OC)c([N+](=O)[O-])cc2C)cc1	-17	8
O=C(Nc1ccc(-c2cn3c(n2)SCC3)cc1)c1ccco1	-3	5
CNC(=S)N1N=C(c2ccccc2)CC1c1ccccc1Cl (centres undefined)	-2	11
COc1ccc(C(=O)Nc2ccc(CN3CCOCC3)cc2)cc1	6	14
CCCNC(=O)COc1coc(CN2CCN(c3ccc(F)cc3)CC2)cc1=O	-10	6
COc1ccc(Cl)cc1C(=O)CSc1nc(N)cc(N)n1	-7	5
COC(=O)c1ccc(S(=O)(=O)N2CCCCC2)o1	-5	12

An excerpt of these results, bar-delimited.
molecule | OX1R antag-1 | OX1R antag-2
Cc1ccccc1C(=O)O | -25 | -5
Cc1ccc(C2CC(C(F)(F)F)n3ncc(C(N)=O)c3N2)cc1 (centres undefined) | -7 | 11
CN(Cc1cc([N+](=O)[O-])c2cccnc2c1O)C1CCCCC1 | -25 | 21
CCOc1ccc(NC(=O)CN(c2ccc(OC)cc2)S(C)(=O)=O)cc1 | 6 | 18
O=C(Oc1cccnc1)c1cc(S(=O)(=O)N2CCOCC2)ccc1Cl | -2 | 26

(listing goes on)
SMILES	OX1R antag-1	OX1R antag-2
CN(C)c1ccc(N=Cc2nc(-c3ccccc3)oc2OC(=O)c2ccccc2)cc1	3	14
CCN(CC)C(=O)Cn1cc(C(=O)C(=O)NCCc2ccc(S(N)(=O)=O)cc2)c2ccccc21	-21	31
CCn1c(=N)n(CC(=O)c2ccc(OC)c(OC)c2)c2ccccc21	-34	39
COc1ccccc1N1CCN(C(c2ccc(N(C)C)cc2)c2nnnn2CCc2ccccc2)CC1 (centres undefined)	-32	22
CC1CC(C)CN(C(=O)CSCC(=O)O)C1 (centres undefined)	-10	0
Cc1cc2oc(=O)cc(-c3ccccc3)c2c(C)c1-c1ccc(N(C)C)cc1	-8	4
COc1ccc(-c2c(-c3cc(OC)cc(OC)c3)n(C)c3ccc(-c4ccc5[nH]ccc5c4)cc23)cc1	4	1
Cn1c(=O)c2c(ncn2CC(=O)Nc2cc(S(=O)(=O)N3CCCCC3)ccc2Cl)n(C)c1=O	-15	10
Cc1ccc(NC(=O)c2ccc(CN3CC(=O)N4CCCCC4C3=O)cc2)c(C)c1 (centres undefined)	-28	9
C/C(=N\NC(=O)COc1ccc2ccccc2c1)c1cccs1	-21	49
O=S(=O)(c1ccc(Cl)cc1)N1CCN2CCCC2C1 (centres undefined)	-5	8
Cc1ccc(S(=O)(=O)c2nc(-c3ccccc3Cl)oc2N(C)C)cc1	-14	14
CC(OC(=O)CCN1C(=O)C2CC=CCC2C1=O)C(=O)c1ccc(F)cc1 (centres undefined)	-19	4
COc1ccc(N(C(=O)c2snc(C(N)=O)c2N)C(CC(C)C)C(=O)NCC2CCCO2)cc1 (centres undefined)	-28	17
COc1ccc(NC(=O)Cn2cccc2)cc1Cl	6	4
O=C(NCCCN1CCOCC1)c1c(-c2ccccc2)sc2ccccc12	-29	6
CCCCNC(=O)C(c1ccc(OCC(=O)OC)c(C(=O)OC)c1)N(CCOC)C(=O)CCCCCN1C(=O)NC(c2ccc(-c3ccccc3)cc2)C(C(=O)OCc2ccccc2)=C1C (centres undefined)	23	24
Cn1ccnc1C(O)c1ccc(OCc2ccccc2)cc1 (centres undefined)	-25	9
COc1ccc(C(=O)NCc2nnc(SCC(=O)NCCc3ccccc3)o2)cc1	-14	3
CSCCC(NC(=O)c1ccccc1Cl)C(=O)NNC(=O)c1ccccc1O (centres undefined)	-15	12

The last 3 entries of the section above are carried over, then new ones follow.
SMILES	OX1R antag-1	OX1R antag-2
Cn1ccnc1C(O)c1ccc(OCc2ccccc2)cc1 (centres undefined)	-25	9
COc1ccc(C(=O)NCc2nnc(SCC(=O)NCCc3ccccc3)o2)cc1	-14	3
CSCCC(NC(=O)c1ccccc1Cl)C(=O)NNC(=O)c1ccccc1O (centres undefined)	-15	12
Cc1cc[n+](CC2OCc3ccccc3CO2)cc1	-8	13
C=CC(=O)NC(C)(C)CCN1CCOCC1	-1	23
CC1CCCC(C)N1C(=O)Cn1cc(C#N)c2ccccc21 (centres undefined)	-19	13
O=C(c1ccc(Cl)s1)N1CCN(C23CC4CC(CC(C4)C2)C3)CC1	-6	8
CCN(CC(=O)Nc1ccc(NC(C)=O)cc1)C(=O)c1ccc2c(c1)OCCO2	15	-2
COc1cccc(CNC(=O)CCNS(=O)(=O)c2ccc3c(c2)oc(=O)n3C)c1	-19	12
NC(=O)c1sc(-c2ccsc2)cc1NS(=O)(=O)c1ccc(C(F)(F)F)cc1	8	22
Cc1ccc(S(=O)(=O)[N-]c2nc3ccccc3nc2-n2cc[n+](CCC(C)C)c2)cc1	-26	4
CCOC(=O)c1c(NC(=O)C2C3CCC(O3)C2C(=O)O)sc2c1CCCC2 (centres undefined)	-19	18
CSCCC(NS(=O)(=O)c1ccc(C)cc1)C(=O)N1CCN(C(c2ccccc2)c2ccccc2)CC1 (centres undefined)	-26	5
C=CC[C@@H](CC(=O)N[C@H](CO)Cc1ccccc1)C(=O)N[C@H](C)COC(=O)[C@@H](CC=C)Cc1ccc(F)cc1	35	20
COc1ccc(C(CNC(=O)c2cc3c(s2)CCC(C)C3)N2CCCC2)cc1 (centres undefined)	-30	0
CCn1c(=O)cc(OCC(=O)NCCCN2CCN(c3cccc(Cl)c3)CC2)c2ccccc21	-28	17
COc1ccc(CNS(=O)(=O)c2ccc(S(=O)(=O)NC3CC3)cc2)cc1	7	11
CCOc1ccc(NC(=O)COC(=O)C2(C)CC2(Cl)Cl)c([N+](=O)[O-])c1 (centres undefined)	-43	19
COc1ccc(C)cc1NC(=O)c1ccc2c(c1)OCO2	-22	12
CC(=O)Nc1nc2ccc(S(=O)(=O)N3CCCC3)cc2s1	5	2
Cc1ccc(CN2CCCOCCS2(=O)=O)cc1	3	9
COc1ccc(OC2C(=O)N(Cc3ccc(F)cc3)C2c2ccc(OC)c(OC)c2)cc1 (centres undefined)	-12	9
Cc1cc(NC(=O)C2CC(=O)OC2c2ccccc2)no1 (centres undefined)	-5	2

Structures listed so far that contain two or more sulfur atoms, in the order listed:
SMILES	OX1R antag-1	OX1R antag-2
Cc1nnc(SCC(=O)NNC(=O)c2ccco2)s1	-2	12
NC(=O)c1sc(-c2ccsc2)cc1NS(=O)(=O)c1ccc(C(F)(F)F)cc1	8	22
CSCCC(NS(=O)(=O)c1ccc(C)cc1)C(=O)N1CCN(C(c2ccccc2)c2ccccc2)CC1 (centres undefined)	-26	5
COc1ccc(CNS(=O)(=O)c2ccc(S(=O)(=O)NC3CC3)cc2)cc1	7	11
CC(=O)Nc1nc2ccc(S(=O)(=O)N3CCCC3)cc2s1	5	2

Continued:
SMILES	OX1R antag-1	OX1R antag-2
COCCNC(=O)C(c1cccs1)N(C(=O)Cn1nnc2ccccc21)c1ccccc1 (centres undefined)	-33	29
C/C=C(/C)C(=O)OC1c2c(ccc3ccc(=O)oc23)OC(C)(C)C1OC(C)=O (centres undefined)	8	22
COc1ccc(OC)c(C(=O)N2CCCC(Nc3ccc(F)cc3)C2)c1 (centres undefined)	6	22
Cc1nc(SCC(=O)N2CC(C)OC(C)C2)nc(C)c1C (centres undefined)	-20	12
O=C(CSc1nccn1-c1ccc(F)cc1)NCc1ccc2c(c1)OCO2	-14	23
Cc1cc(C(=O)CCC(=O)Nc2ncccc2O)c(C)s1	-6	20
CS(=O)(=O)Nc1ccc2[nH]c(=O)[nH]c2c1	-12	24
O=C(NC1CCCCC1)C(c1ccco1)N(Cc1ccco1)C(=O)c1ccco1 (centres undefined)	-17	22
CCCN1CN=C(NS(=O)(=O)c2ccc(C)cc2)NC1	-4	5
O=C(NCCNc1ccc([N+](=O)[O-])cc1C(F)(F)F)c1cccc(F)c1	-14	28
COC(=O)c1cc(=O)n(Cc2ccccc2)c(=NCc2ccccc2)s1	-6	5
O=C1CN(C(=O)c2cccc(F)c2)C(c2ccc(F)cc2)c2cc(F)ccc2N1 (centres undefined)	-30	-11
CC(=O)C1=C(O)CCCC1=NCc1nc2ccccc2[nH]1	-7	6
Cc1ccc(C(=O)O)cc1NC(=O)c1ccc2c(c1)C(=O)N(c1ccc([N+](=O)[O-])cc1)C2=O	0	21
CN1CCN(c2ccc([N+](=O)[O-])cc2C(=O)Nc2ccccc2)CC1	-17	40
O=C(Nc1cccc(S(=O)(=O)NC2=NCCC2)c1)c1c(F)cccc1Cl	-7	2
CC(C)c1ccc(NC(=O)CSc2nnc(-c3ccccn3)n2C)cc1	-31	22
CC1CCN(C(=O)COC(=O)c2cccc(NS(=O)(=O)c3ccccc3)c2)CC1	-39	18
CNC(=O)NC(=S)NC(=O)c1ccccc1Cl	-7	9
N#CC(C(=O)NC1CCCCC1)=C1CCCCC1	-9	8
CCOC(=O)c1cc2cc3ccccc3cc2[nH]1	-8	38*
O=C(N/N=C/c1cc(Br)cc([N+](=O)[O-])c1O)c1ccc(NC(=O)c2ccc(F)cc2)cc1	2	16
CCc1nn(CC(=O)N2CCN(CC)CC2)c(=O)c2cc3sccc3n12	-26	19
CCOC(=O)C1=C(Cc2ccc(Cl)cc2)C(=O)c2ccccc2C1=O	-8	17
COc1cc(CNCCN2CCOCC2)ccc1OCc1c(Cl)cccc1Cl	-22	13
O=C(NCc1ccc(F)cc1)c1cccc2c1C(=O)c1ccc(N3CCOCC3)cc1S2(=O)=O	-17	6
CN(Cc1ncc[nH]1)C(=O)c1cc(COc2c(F)cccc2F)on1	-11	13
CCOc1cccnc1Sc1ccccc1	-9	12
COc1ccc(/C=N/n2cnnc2)cc1COc1ccccn1	-2	7
CC(C)CCNC(=O)C1CCCN(S(=O)(=O)c2ccc(-n3cnnn3)cc2)C1 (centres undefined)	-8	7
CCC(=O)N1c2ccc(S(=O)(=O)CCC(=O)NCc3cccs3)cc2CC1C (centres undefined)	-25	35
O=C(c1cccc(-c2nnc(-c3ccccc3)o2)c1)N1CCCCCC1	-19	3
Cc1ccc(C)n1-c1ccc2c(c1)COC2=O	-8	12
CCc1nnc(NS(=O)(=O)c2ccc(NC(=O)OC)cc2)s1	5	8
CN(C)C(CNC(=O)c1ccc2ccccc2c1)c1ccco1 (centres undefined)	-24	15
O=C(N=Nc1c(O)[nH]c2ccc(F)cc12)C1COc2ccccc2O1 (centres undefined)	-17	10
CCCC(=O)Nc1nnc(SCC(=O)Nc2ccc3c(c2)OCCO3)s1	-7	1
Cc1ccc(-c2cc3nc4c(c(=O)n3[nH]2)CCCC4)cc1	-6	11
COc1ccc(CNC[C@@H](CCCCN(C)Cc2ccc(OC)cc2)N2C[C@H](c3ccccc3)N(CCc3ccc(Cl)c(Cl)c3)C(=O)C2=O)cc1	12	2
COc1cc2[nH]c(=S)nc(NCCC(C)C)c2cc1OC	-12	30
CCOC(=O)C1=C(C)NC(SCC(N)=O)=C(C#N)C1c1ccncc1 (centres undefined)	-14	5
Cc1cc(=O)oc2c(C)c(OC(C)C(=O)NCC(O)c3ccccc3)ccc12 (centres undefined)	-21	12
O=C(O)CNC(=S)N(Cc1cccs1)C1CCCCC1	-10	17
CC(C)(C)c1cc(Cl)ccc1OCCOCCN1CCCC1	-1	-2
CC(=O)Nc1ccc(S(=O)(=O)N2CCN(c3cc(C)nc4ccccc34)CC2)cc1	-22	10
CCOC(=O)c1c(/N=C/c2ccc(OC)cc2O)sc2c1CCN(C)C2	-4	4
CCCCCCCNC(=O)C1(CC2CC(c3ccc(Cl)cc3)=NO2)CCN(C(=O)Cc2ccc(F)cc2)CC1 (centres undefined)	-28	22
O=C(Nc1ccccc1)OCc1cc(-c2ccccc2Cl)on1	-15	36
Cc1cc([N+](=O)[O-])ccc1NC(=O)CSc1nccc(=O)[nH]1	-17	17
O=C(COC(=O)c1ccc(Cl)nc1)NCCc1ccc(F)cc1	-24	-4
COC(=O)c1ccc([N+](=O)[O-])cc1N1C(=O)C2C3CCC(C3)C2C1=O (centres undefined)	-3	34
CCc1cc2ccccc2nc1SCC(=O)Nc1cc(OC)c(OC)cc1C(=O)O	-32	36
CCN(CC(=O)Nc1c(F)cccc1F)C(=O)c1ccc(S(=O)(=O)N2CCC(C)CC2)cc1	-29	6
CC1(C)OC(=O)C(=CNc2cccc(C(=O)O)c2)C(=O)O1	-9	8
Cc1ccc(C2CC(c3ccccc3)=NN2C(=S)Nc2ccccc2)o1 (centres undefined)	8	15
C[C@H](CO)N1C[C@H](C)[C@H](CN(C)Cc2ccc(-c3ccccc3)cc2)Oc2ccc(NS(=O)(=O)c3ccccc3)cc2CC1=O	6	13
O=C(N=Nc1ccc(NOC(=O)c2ccccc2Br)cc1)c1ccccc1O	-1	3

Source: PubChem
